KCNQ1 block: inhibitors of human KCNQ1 channel, primary screen, cell-based, thallium flux, high-throughput; CHO-K1 KCNQ1, FluxOR thallium flux fluorescence; active compounds read high; B-score at 10 µM; 310,000 tested, 1.3% active; AID 2642, 2010;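 active means compounds whose thallium flux B-score, printed positive for inhibition, exceeds three library SD while starting fluorescence stays within three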;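 further: channel opened by potassium depolarization with thallium stimulus after 20 min compound exposure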
PolyA inhibitor: polyadenylation inhibitors in yeast reporter cells, primary screen, luminescence, S. cerevisiae | S. cerevisiae SKY197-pL101 polyadenylation reporter, beta-gal luminescence; efflux-impaired pdr1/pdr3 knockout yeast; score 100 = 6 SD above DMSO | calls only at 12 µM | 300,000 tested, 0.02% active;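 active means lowest replicate activity score at least 50, where 100 means six control SD above control mean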;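 further: yeast exposed to compound for 9 h at 30 °C; higher score means more reporter readthrough which indicates perturbed polyadenylation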
GSK3A inh: blockers of GSK3A enzyme activity – biochemical, luminescence, cell-free homogeneous, HTS, primary screen. AID 2650, 2010. inhibition, % at 10 µM. GSK-3 alpha kinase, ADP-Glo luminescence, 60 min. 320,000 tested, 0.1% active. Glycogen synthase kinase-3 alpha (Homo sapiens), P49840;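 in the data active means inhibition above about 50%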;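 further: GST-tagged GSK-3 alpha with peptide substrate and 25 µM ATP; 0% = DMSO neutral wells and 100% = GW8510 positive control wells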
RGS4 act: RGS4 potentiators or activators, primary screen, cell-based, HEK293 M3R inducible RGS4, calcium flux; carbachol calcium flux Fluo4; active compounds read low; B-score at 10 µM; 310,000 tested, 0.92% active;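 active means B-score of the integrated calcium signal more than 4 SD below the library mean, with starting fluorescence not abnormally high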;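 further: negative B-score means reduced calcium response which marks RGS4 activation or potentiation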
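Reagent: ECmax carbachol challenge; Test system: M3R-expressing HEK293 line, RGS4 induced by doxycycline; Schedule: overnight RGS4 induction, 30 min dye load 37 °C, 20 min compound RT; Detection: calcium dye Fluo4 fluorescence; Read-out: Agonist-evoked peak-minus-minimum fluorescence over baseline, integrated ratio, B score.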
GSK3B inh: human GSK3beta kinase inhibitors, primary screen, biochemical, cell-free homogeneous, HTS. Glycogen synthase kinase-3 beta (Homo sapiens), P49841. GST-GSK3beta kinase, ADP-Glo luminescence, 60 min; active compounds read low. activity score (negative = inhibition), % at 10 µM. 300,000 tested, 0.038% active;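 active means more than half of replicate wells score below -50%, meaning over 50% inhibition versus plate controls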;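 further: 0% = median DMSO wells and -100% = median GW8510 positive control wells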
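Test system – GST-tagged human GSK3beta kinase, cell-free · Incubation – 60 min enzyme reaction, room temperature · Signal – ADP-Glo luminescence · Also added – peptide substrate and ATP at 25 µM · Controls – DMSO neutral wells and GW8510 at 20 µM as positive · Buffer or medium – Tris/MgCl2 kinase buffer · Measure – Luminescence-derived activity versus plate DMSO and GW8510 wells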
KCNQ1 act: potentiators or activators of KCNQ1 channel, primary screen, cell-based, thallium flux, high-throughput; Potassium voltage-gated channel subfamily KQT member 1 (Homo sapiens), P51787; CHO-K1 KCNQ1, thallium flux FluxOR fluorescence; active compounds read high; B-score at 10 µM; 310,000 tested, 0.35% active;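 active means fluorescence ratio B-score, a plate-corrected score, at least three library SD, with initial intensity B-score within 5 SD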
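assay system = CHO-K1 cells stably expressing KCNQ1 | medium = assay buffer, equal DMSO in all wells | timing = 37 °C overnight plating, 90-min dark dye load, 20-min compound pretreatment | measured by = kinetic FluxOR thallium fluorescence, 10-s 1-Hz baseline, 110-s post-stimulus read | measure = fluorescence change relative to baseline, converted to B score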
hERG rescue: hERG rescue from dofetilide block, primary screen, cell-based, CHO-hERG, FluxOR thallium flux, dofetilide IC70. 310,000 tested, 0.51% active. activation (rescue from dofetilide block), less the hit threshold, % at 10 µM. AID 1511, 2009. dofetilide IC70 present;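 active means activation above the mean of controls blocked by dofetilide plus 5 SD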;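 further: thallium influx through hERG after potassium depolarization seen as dye fluorescence rise; in these data hits start at about 4.7%; inactives centre near -7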
Target sequence (Q12809 whole entry, looked up): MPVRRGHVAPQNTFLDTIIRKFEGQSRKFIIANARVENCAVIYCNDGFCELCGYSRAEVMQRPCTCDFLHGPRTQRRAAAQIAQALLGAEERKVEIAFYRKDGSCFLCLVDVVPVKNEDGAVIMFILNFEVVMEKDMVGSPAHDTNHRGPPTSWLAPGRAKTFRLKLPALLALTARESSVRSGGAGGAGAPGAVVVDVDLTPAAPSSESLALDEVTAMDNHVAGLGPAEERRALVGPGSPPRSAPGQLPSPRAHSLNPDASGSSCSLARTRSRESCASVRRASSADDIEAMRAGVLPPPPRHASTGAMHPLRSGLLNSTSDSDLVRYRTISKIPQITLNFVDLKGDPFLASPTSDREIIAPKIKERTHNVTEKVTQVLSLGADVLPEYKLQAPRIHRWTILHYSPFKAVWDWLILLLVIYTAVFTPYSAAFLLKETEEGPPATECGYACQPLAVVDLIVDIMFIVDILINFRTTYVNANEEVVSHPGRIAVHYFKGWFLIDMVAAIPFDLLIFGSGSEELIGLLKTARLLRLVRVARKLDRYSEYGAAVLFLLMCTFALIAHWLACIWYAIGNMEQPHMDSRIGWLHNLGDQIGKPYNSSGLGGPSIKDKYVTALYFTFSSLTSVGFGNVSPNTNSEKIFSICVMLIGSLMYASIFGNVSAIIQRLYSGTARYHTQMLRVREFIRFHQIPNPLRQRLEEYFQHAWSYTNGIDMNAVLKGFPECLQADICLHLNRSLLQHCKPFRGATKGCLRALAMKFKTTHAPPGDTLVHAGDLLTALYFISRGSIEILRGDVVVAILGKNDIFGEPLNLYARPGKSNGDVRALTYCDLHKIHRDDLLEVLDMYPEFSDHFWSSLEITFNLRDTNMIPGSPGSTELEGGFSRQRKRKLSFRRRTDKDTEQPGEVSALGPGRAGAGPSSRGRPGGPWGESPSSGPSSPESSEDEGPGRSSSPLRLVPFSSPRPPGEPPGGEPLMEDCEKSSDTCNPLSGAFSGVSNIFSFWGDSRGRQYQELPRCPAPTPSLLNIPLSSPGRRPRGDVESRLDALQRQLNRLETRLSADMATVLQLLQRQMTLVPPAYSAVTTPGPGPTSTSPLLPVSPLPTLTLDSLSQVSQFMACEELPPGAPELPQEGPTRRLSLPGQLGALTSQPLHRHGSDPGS
KCNK3 block: human KCNK3 channel inhibitors, primary screen, CHO cells, FluxOR thallium flux, B-score. B-score at 10 µM. 340,000 tested, 0.84% active. Potassium channel subfamily K member 3 (Homo sapiens), O14649. FluxOR fluorescence; active compounds read low;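 active means B-score under library mean minus 4 SD, starting fluorescence ratio at most library mean plus 5 SD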;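 further: more negative B-score means stronger inhibition of thallium flux through KCNK3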
DYRK1A inh: rat Dyrk1A kinase inhibitors, primary screen, biochemical, single point, plate reader | Dual specificity tyrosine-phosphorylation-regulated kinase 1A (Rattus norvegicus), Q63470 | ADP-Glo luminescence, NFATc1 peptide | inhibition, % at 12.5 µM | 310,000 tested, 0.43% active | AID 504441, 2011; in the data active means inhibition above about 50%;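 further: plate controls were vehicle with enzyme for no effect and no enzyme for full effect; many of its hits are not listed in these tables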
HDAC3 inhib: HDAC3 deacetylase inhibitors, primary screen, biochemical, fluorescence, cell-free homogeneous | Histone deacetylase 3 (Homo sapiens), O15379 | recombinant HDAC3, fluorogenic peptide/trypsin coupled | inhibition, % at 8.3 µM | 320,000 tested, 0.15% active | AID 2718, 2010; in the data active means inhibition above about 26%, passing the limit was not always enough
KCNK9 block: KCNK9 potassium channel inhibitors, primary screen, HEK293 cells, thallium flux; FluxOR thallium flux fluorescence; active compounds read low; B-score at 10 µM; Potassium channel subfamily K member 9 (Homo sapiens), Q9NPC2; 310,000 tested, 1.2% active;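 active means ratio B-score over 3 SD below the library mean, with starting fluorescence within 5 SD of its mean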;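 further: negative B-score means less thallium flux so channel inhibition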
* hit, by the source's call; i = inactive; x = not tested or not shown. Some of the compounds tested; the hit share may differ from the screen's.

Under each structure: KCNQ1 block	PolyA inhibitor	GSK3A inh	RGS4 act	GSK3B inh	KCNQ1 act	hERG rescue	KCNK3 block	DYRK1A inh	HDAC3 inhib	KCNK9 block
Cc1nn(C(C)C(=O)N2CCCC2)c(=O)c2nn(-c3ccccc3)c(C)c12 (configuration not stated)
 : i	i	4.4	i	0.4	i	-3.2	i	-3.3	-0.8	i
CCC(=O)N/N=C/c1ccc(OS(=O)(=O)c2ccccc2)cc1
 : i	i	-3.0	i	0.6	i	-8.8	i	-4.4	11.9	i
CCC1Oc2ccc(C)cc2N(CC(=O)N2CCCC2)C1=O (configuration not stated)
 : i	i	-0.1	i	-0.6	i	-6.6	i	10.8	-7.9	i
COc1ccc(/C=N/Nc2nc(N3CCCCC3)nc(N3CCCCC3)n2)cc1[N+](=O)[O-]
 : i	i	0.4	i	3.2	i	1.4	i	-0.1	18.8	i
O=C(NCCCN1CCCC1)Nc1ccc(F)cc1
 : i	i	-3.0	i	0.9	i	-8.0	i	-4.2	2.5	i
Cc1ccc2c(Cl)cc(Cl)c(OCC(=O)O)c2n1
 : i	i	-3.1	i	-0.5	i	-11.7	i	x	-3.2	i
CCOc1ccccc1NC(=O)CSc1n[nH]c(N)n1
 : i	i	6.6	i	-5.7	i	-6.2	i	-5.1	0.3	i
CNC(=O)c1c[nH]c2ccc(S(=O)(=O)Nc3ccccc3F)cc2c1=O
 : i	i	-2.4	i	-0.6	i	-2.5	i	-3.0	-5.4	i
CN(C)S(=O)(=O)c1cccc(NC(=O)COC(=O)c2ccc3c(c2)OCO3)c1
 : i	i	-1.5	i	1.0	i	-2.4	i	-7.4	-2.9	i
CCOC(=O)C1CCN(C(=O)CC2C(=O)N(Cc3ccccc3)C(C)c3nc4ccccc4n32)CC1 (configuration not stated)
 : i	i	1.8	i	-3.4	i	-12.3	i	-0.1	-13.7	i
O=C(NCc1ccco1)C(c1ccc(F)cc1)N(CC1CCCO1)C(=O)Cn1nnc2ccccc21 (configuration not stated)
 : i	i	2.1	i	0.0	i	-10.5	i	-0.5	1.9	i
CCSC1=C(C#N)C(c2ccc3c(c2)OCO3)C2=C(CCCC2=O)N1 (configuration not stated)
 : i	i	1.0	i	1.8	i	-10.2	i	6.0	-3.6	i
Cc1n[nH]c(=O)c2c(NC(=O)CSc3ccccc3Cl)oc(C)c12
 : i	i	-0.8	i	-1.6	i	-11.2	i	-7.9	4.1	i
COCCNc1nnc(SCC(=O)NNC(=O)c2ccc([N+](=O)[O-])cc2)s1
 : i	i	-1.5	i	-0.1	i	-12.2	i	-9.2	-3.1	i
CC(Sc1nc2ccccc2[nH]1)C(=O)O (configuration not stated)
 : i	i	-1.3	i	-0.8	i	-3.8	i	0.3	-6.7	i
COC(=O)CN1C(=O)S/C(=C/c2cc(C)n(C)c2C)C1=O
 : i	i	-1.7	i	-2.0	i	-10.4	i	2.0	7.9	i
O=C(CN1CC(c2ccccc2)CC1=O)OCc1ccccc1F (configuration not stated)
 : i	i	-3.4	i	0.3	i	-17.8	i	4.1	0.7	i
O=[N+]([O-])c1cc(/C=N\Nc2ccccn2)ccc1Cl
 : i	i	5.7	i	0.4	i	-4.8	i	3.0	-2.4	i
O=C1C2C3C=CC(C4CC34)C2C(=O)N1/N=C/c1ccc(-c2ccc(F)cc2[N+](=O)[O-])o1 (configuration not stated)
 : i	i	-1.8	i	-1.8	i	8.1*	i	4.3	6.9	i
Cc1ccc2nc(-c3ccncc3)cc(C(=O)Nc3ccc(OC(F)F)cc3)c2c1
 : i	i	-4.5	i	0.0	i	-8.2	i	8.6	0.1	i
COCCCNC(=O)CSc1nc2c(sc3ccccc32)c(=O)n1CCCC(=O)NCC1CCCO1 (configuration not stated)
 : i	i	-2.5	i	0.3	i	-10.1	i	-2.9	6.9	i
Cc1c(N=Cc2cc3c(cc2Cl)OCO3)c(=O)n(-c2ccccc2)n1C
 : i	i	2.7	i	3.0	i	-5.9	i	-6.1	-0.4	i
C=CCOC(=O)C1=C(C)NC(C)=C(C(=O)OCC=C)C1c1cccs1
 : i	i	1.6	i	-4.0	i	-10.8	i	-0.2	12.2	i
Cc1cccc(-c2ncc(S(=O)(=O)C(C)(C)C)c(N)n2)c1
 : i	x	-0.8	i	3.1	i	-5.0	i	4.6	-3.5	i
CCOC(=O)/C(=N/Nc1ccc(Cl)cc1)S(=O)(=O)c1ccccc1
 : i	i	0.0	i	-0.3	i	-5.8	i	-0.3	-0.5	i
Cc1ccc(NC(=O)CSc2nc3ccc(Nc4nc(N5CCOCC5)nc(N5CCOCC5)n4)cc3s2)cc1
 : i	x	x	i	-2.3	i	-7.0	i	1.2	2.8	i
O=C(NC1CCCCCCC1)C1c2ccccc2C(=O)N1Cc1cccs1 (configuration not stated)
 : i	i	-2.4	i	1.9	i	-4.4	i	0.8	-0.3	i
O=C(Cc1ccccc1)Nc1ccccc1Oc1ccccc1
 : i	i	-2.8	i	-0.2	i	-2.6	i	-4.7	0.3	i
CCOC(=O)c1sc(NC(=O)CSc2n[nH]c(C)n2)nc1C
 : i	i	16.7	i	-15.2	i	-6.9	i	8.5	2.7	i
CCCCCCCN(C(=O)CCl)c1cccc(C)c1
 : i	i	-4.6	i	2.6	i	-10.3	i	x	-1.0	i
Cc1cccc(C(C)C)c1NC(=O)COC(=O)CN1C(=O)C2CC=CCC2C1=O (configuration not stated)
 : i	i	-1.3	i	0.1	i	-17.8	i	13.8	11.5	i
CC1CC1C(=O)OCC(=O)NNC(=O)COc1ccc(Br)cc1 (configuration not stated)
 : i	i	-0.7	i	2.1	i	-5.0	i	11.6	-5.9	i
CCC1(C)Cc2c(sc3nc4n(c(=O)c23)CCS4)CO1 (configuration not stated)
 : i	i	-1.3	i	-4.6	i	-4.3	i	10.4	-3.4	i
CCOc1ccc(C(=O)N2CCN(c3ccccn3)CC2)cc1
 : i	i	-2.2	i	3.5	i	-0.6	i	1.0	1.3	i
Cc1cc(C)c2c(=O)n(CC(=O)N3CCC(N4CCCCC4)CC3)sc2n1
 : i	i	5.4	i	-6.7	i	-8.6	i	6.7	18.7	i
CCOc1ccc(C(C)NC(=O)Cc2ccccc2)cc1OCC (configuration not stated)
 : i	i	-2.1	i	-1.8	i	-8.2	i	1.9	7.7	i
Cc1cc(C)c(S(=O)(=O)N2CCCCC2CCNC(=O)C(=O)NCc2ccco2)c(C)c1 (configuration not stated)
 : i	i	-1.3	i	-1.8	i	-14.3	i	-3.2	x	i
Cc1ccc(C2(CCNS(=O)(=O)c3ccc(C)cc3)CCOC(C(C)C)C2)cc1 (configuration not stated)
 : 8*	i	x	i	-1.4	i	-11.6	i	-1.2	x	i
CCOc1ccc(N=C(NC#N)SCC)cc1
 : i	i	0.2	i	2.3	i	-11.3	i	0.3	3.3	i
COc1ccc(-n2cc(CNCCc3cnc[nH]3)c(-c3cccc(F)c3)n2)cc1
 : i	i	0.3	i	-0.8	i	-14.1	i	-3.7	-4.8	i
Cc1nn(C(C)C(=O)NCCCN2CCCC2)c(=O)c2nn(-c3ccccc3)c(C)c12 (configuration not stated)
 : i	i	-0.9	i	-1.8	i	-5.2	i	-8.9	5.4	i
Cc1nnc(SCc2nc3ccccc3nc2C)s1
 : i	i	1.2	i	2.4	i	-11.1	i	1.6	7.6	i
CC(C)C1S/C(=N/N=C/c2cccs2)NC1=O (configuration not stated)
 : i	i	0.8	i	1.3	i	-14.8	i	28.9	0.9	i
CC(C)Cc1nc2oc3c(NCC4CCCO4)ncnc3c2c2c1CCC2 (configuration not stated)
 : i	i	1.3	i	-0.8	i	-14.9	i	-6.2	-5.5	i
Cc1cc(=O)n2[nH]c(C(=O)O)nc2n1
 : i	i	-2.1	i	0.1	i	-3.5	i	7.9	4.7	i
CCCCN(C)CCNC(=O)c1cc2c(-c3ccccc3F)nn(C)c2s1
 : i	i	6.9	i	0.6	i	-8.6	i	22.4	-32.9	i
O=C(CSc1ncnc2nc[nH]c12)Nc1ccccc1C(F)(F)F
 : i	i	1.3	i	-2.3	i	-6.8	i	0.0	0.2	i
O=S(=O)(Nc1nc2ccccc2nc1NCC1CCCO1)c1ccccc1 (configuration not stated)
 : i	i	1.5	i	-0.5	i	-4.5	i	0.3	3.0	i
Cc1ccc2[nH]c3c(c2c1)CCN(C)C3
 : i	i	1.7	i	-4.4	i	-13.8	i	4.2	-12.9	i
Fc1ccc(-c2csc3ncnc(N4CCc5ccccc5C4)c23)cc1
 : 6*	i	-6.9	i	0.8	i	-13.1	i	0.5	1.5	-7.07*
O=C1CCc2cc(S(=O)(=O)Nc3ccccc3F)cc3c2N1CCC3
 : i	i	-0.5	i	1.3	i	-10.9	i	-1.9	-6.3	i

Shown field by field: part of the list above.
O=S(=O)(Nc1nc2ccccc2nc1NCC1CCCO1)c1ccccc1 (configuration not stated)
  KCNQ1 block: i; PolyA inhibitor: i; GSK3A inh: 1.5; RGS4 act: i; GSK3B inh: -0.5; KCNQ1 act: i; hERG rescue: -4.5; KCNK3 block: i; DYRK1A inh: 0.3; HDAC3 inhib: 3.0; KCNK9 block: i
Cc1ccc2[nH]c3c(c2c1)CCN(C)C3
  KCNQ1 block: i; PolyA inhibitor: i; GSK3A inh: 1.7; RGS4 act: i; GSK3B inh: -4.4; KCNQ1 act: i; hERG rescue: -13.8; KCNK3 block: i; DYRK1A inh: 4.2; HDAC3 inhib: -12.9; KCNK9 block: i

Screening data as filed in PubChem.
